KCNQ2 block – KCNQ2 potassium channel inhibitors, primary screen, cell-based, CHO-K1, FluxOR thallium flux, B-score (AID 2156). O88943. 20 min; active compounds read low. B-score at 10 µM. hit rate 1.1% among 310,000;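 active = fluorescence ratio B-score at most minus 3 library SDs, with starting brightness B-score within 2 library SDs, cut at about -5.5 in these data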
Target sequence (O88943 whole entry, looked up): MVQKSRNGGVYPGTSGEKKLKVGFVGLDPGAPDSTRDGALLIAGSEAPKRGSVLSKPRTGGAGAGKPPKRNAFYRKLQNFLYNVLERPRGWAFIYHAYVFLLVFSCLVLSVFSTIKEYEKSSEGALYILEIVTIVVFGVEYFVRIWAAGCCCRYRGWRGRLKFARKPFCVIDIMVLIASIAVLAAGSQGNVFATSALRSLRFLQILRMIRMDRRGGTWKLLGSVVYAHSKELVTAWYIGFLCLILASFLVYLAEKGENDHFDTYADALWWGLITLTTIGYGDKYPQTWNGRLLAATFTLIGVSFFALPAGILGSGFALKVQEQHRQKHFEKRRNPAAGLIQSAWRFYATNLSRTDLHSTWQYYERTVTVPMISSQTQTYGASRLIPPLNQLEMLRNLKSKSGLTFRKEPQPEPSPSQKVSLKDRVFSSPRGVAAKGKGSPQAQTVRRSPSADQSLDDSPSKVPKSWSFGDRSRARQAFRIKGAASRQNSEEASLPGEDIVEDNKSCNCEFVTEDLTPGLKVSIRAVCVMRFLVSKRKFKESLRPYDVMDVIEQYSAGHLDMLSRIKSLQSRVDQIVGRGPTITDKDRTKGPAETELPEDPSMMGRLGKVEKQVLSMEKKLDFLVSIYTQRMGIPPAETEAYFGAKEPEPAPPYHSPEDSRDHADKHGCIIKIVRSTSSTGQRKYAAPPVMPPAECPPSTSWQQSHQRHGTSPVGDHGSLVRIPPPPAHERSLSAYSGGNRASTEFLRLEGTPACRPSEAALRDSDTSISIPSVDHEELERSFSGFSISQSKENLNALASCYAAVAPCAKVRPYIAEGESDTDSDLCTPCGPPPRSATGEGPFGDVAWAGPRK
Kir21 block – blocks the mouse Kir2.1 inward-rectifier potassium channel; HEK293-Kir2.1, FluxOR thallium flux fluorescence; active compounds read low; B-score at 10 µM; hit rate 0.85% among 310,000;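 active = fluorescence ratio B-score at or below minus 3 SD of library scores, with starting-brightness B-score within 2 SD, cut at about -4.2 in these data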;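 also: channel flux triggered by added potassium and thallium sulfate stimulus; B-score of peak minus minimum fluorescence over baseline after thallium stimulus; more negative B-score means stronger Kir2.1 block with less thallium influx; some compounds called inactive have numbers as strong as hits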
* = called active by the depositor; i = inactive. Rows are unselected (roughly 1.8% active in at least one column).

Molecule | KCNQ2 block | Kir21 block
CC(C)COc1cccc(C(=O)NC2(C)CCS(=O)(=O)C2)c1 (stereo not drawn) | i | 2
Cc1ccc(C(CC(=O)N2CCCC2)c2ccccc2)c(O)c1C (stereo not drawn) | i | 0.62
Cc1ccnc(SCc2cn3c(C)cccc3n2)n1 | i | -1.3
Cc1ccc2c(Cl)c(C(=O)Nc3nn[nH]n3)sc2c1 | i | 0.53
C[C@H](NC(=O)OC(C)(C)C)C(=O)N/N=C/C1=Cc2ccccc2OC1 | i | -0.1
CN(C)S(=O)(=O)c1cccc(-c2nn(-c3ccccc3)cc2/C=C(/C#N)C(=O)NCc2ccco2)c1 | i | 2.9
O=C(CSc1ncn[nH]1)NCCOc1ccccc1 | i | 0
COc1ccc(CN(C)CC(O)COC(c2ccccc2)c2ccccc2)c(OC)c1OC (stereo not drawn) | i | -6*
COc1cc(C2SCC(=O)N2c2c(C)n(C)n(-c3ccccc3)c2=O)ccc1O (stereo not drawn) | i | -0.02
COc1ccc(/C=C/c2ccc3ccccc3[n+]2C)cc1OC | i | -1.3
COc1ccccc1CNC(=O)c1ccccc1C(=O)NC(C)(C)C(=O)NCc1ccccc1OC | i | 0.2
C=C(c1ccc(OC)cc1)c1ccc(OC)cc1 | i | 0.85
COc1ccccc1COc1ccc2c(C)c(CC(=O)O)c(=O)oc2c1C | i | 1.1
COc1cc(C(=O)OCC(=O)NCc2ccc(F)cc2)cc(NC(=O)c2cccs2)c1OC | i | -0.02
O=C(NCCc1ccccc1)C(=O)NCC(c1ccco1)N1CCOCC1 (stereo not drawn) | i | 0.67
C=CCn1c(SCC(=O)Nc2nc(C)cs2)nnc1C(C)NC(=O)c1ccccc1Cl (stereo not drawn) | i | 0.59
Cc1ccc(NC(=O)CCNS(=O)(=O)c2ccc3[nH]c(=O)oc3c2)c(Cl)c1 | i | 0.41
CC1(C)Cc2cccc(OCC(O)CNCc3ccccn3)c2O1 (stereo not drawn) | i | 0.15
Cc1ccnc(SCCn2c(N3CCOCC3)nc3c2c(=O)[nH]c(=O)n3C)n1 | i | 0.36
CN=C(Nc1cc(C)nn1CCC#N)c1ccccc1 | i | 0.09

The list continues:
Molecule | KCNQ2 block | Kir21 block
Cc1cc(C)cc(NC(=O)C2(c3cccs3)CCOCC2)c1 | i | -0.01
Cc1ccnc(NC(=O)COc2c(C)cc(C)cc2[N+](=O)[O-])c1 | i | 0.03
S=C1NCCOCCOCCOCCNC(=S)N2CCOCCOCCN1CCOCCOCC2 | i | 1.4
CSc1cccc(NC(=O)CNS(=O)(=O)c2ccccc2)c1 | i | -0.79
N#CCC(=O)N/N=C/c1ccc(OCc2ccccc2)cc1 | i | 0.01
Cc1ccc(C)c(NS(=O)(=O)c2cc(C(=O)NCC3CCCO3)ccc2C)c1 (stereo not drawn) | i | -0.38
O=C(/C=C/NNC(=O)c1ccc(Cl)cc1)c1ccccc1 | i | -0.76
Cc1cccc(C(=O)NNC(=O)c2ccccc2[N+](=O)[O-])c1 | i | -1.1
CC(C)c1ccc(-n2c(-c3ccccc3)c[n+]3c2CCc2ccccc2-3)cc1 | -7.4* | -14*
CCOC(=O)c1cnc(-n2nc(C)cc2C)nc1Oc1ccc(C(=O)OC)cc1 | i | 0.67
COc1ccc(NC(=O)C2CCN(S(=O)(=O)c3cn(C)nc3C)CC2)cc1 | i | -2.6
COc1ccc(NC(=O)c2ccc(-c3ccccc3Cl)o2)cc1 | i | 0
CCCOC1OC(=O)c2c1ccc(OC)c2OC (stereo not drawn) | i | 1.3
C[C@@H]1O[C@@H](OC[C@H]2O[C@@H](Oc3c(-c4ccc(O)cc4)oc4cc(O)cc(O)c4c3=O)[C@H](O)[C@@H](O)[C@@H]2O)[C@H](O)[C@H](O)[C@H]1O | i | 0.03
COC(=O)c1cc(S(=O)(=O)NCC2CCN(CCc3cccs3)CC2)cn1C | i | -0.63
N/C(=N\OC(=O)c1cccc([N+](=O)[O-])c1)c1cccnc1 | i | 0
Cc1ccc(S(=O)(=O)N(C)C)cc1NC(=O)C1CCCN(C(=O)c2ccc(Cl)cc2)C1 (stereo not drawn) | i | 0.1
Cc1noc(C)c1COc1ncnc2ccccc12 | i | 1.5
CCN(Cc1ccccc1)C(c1ccc(C)cc1)c1nnnn1C(C)(C)CC (stereo not drawn) | -8.8* | 0.01
CCOC(=O)C1=C(CC)Nc2ccccc2N=C1NC(=O)c1ccc(S(=O)(=O)N2CCCC2)cc1 | i | 1.2

Other compounds follow.
Molecule | KCNQ2 block | Kir21 block
C/C(=N\NC(=O)COc1ccccc1)c1ccc(O)cc1 | i | -0.38
CCCCOc1ccc(-c2nc(/C=N/c3nccs3)c(O)o2)cc1 | i | 0.66
O=C(Nc1ccc(N2CCCC2)cc1)c1ccccc1[N+](=O)[O-] | i | 0.59
c1ccc(-c2nc3c(ccc4ccccc43)[nH]2)nc1 | i | 1.4
Cc1ccc(S(=O)(=O)N2CCN(C(=S)NCCc3ccccc3)CC2)cc1 | i | 0.74
O=C1CC(c2ccccc2)Cc2nc(N3CCc4ccccc43)ncc21 (stereo not drawn) | i | 0.01
O=C(c1cc2ccccc2oc1=O)N1CCN(Cc2ccc3c(c2)OCO3)CC1 | i | -1.1
COc1ccccc1N(CC(=O)Nc1ccc(S(=O)(=O)N2CCOCC2)cc1)S(C)(=O)=O | i | -0.04
Fc1ccc(/C=N/N2CCN(Cc3ccccc3)CC2)cc1 | i | 0.02
FCCCOc1ccc(/C=N/OCc2ccc(Cl)cc2)cc1 | i | -1.7
COc1ccc(CNC(=O)COc2cc(O)c3c(c2)OC(C)(C)CC3=O)c(OC)c1 | i | -1.1
CC1CCCCC1NC(=O)CCNC(=O)N1CC(=O)Nc2ccccc21 (stereo not drawn) | i | -0.49
O=C(Nc1cc(Br)ccc1O)c1cnn2c(C(F)F)cc(C3CC3)nc12 | i | 0.3
Cc1c(Cl)cccc1N/C(=N/S(=O)(=O)c1cccs1)c1ccccc1 | i | -1.2
COc1ccc(CNC(=O)CCC(=O)Nc2cccnc2)cc1 | i | -0.05
Cc1cccc2cc3c(NC(=O)C(C)C)nn(C)c3nc12 | i | -1.5
CCN(Cc1ccccc1)S(=O)(=O)c1cc(C(=O)c2c(N)n(C)c(=O)n(C)c2=O)ccc1OC | i | 0.04
COc1ccc(C(=O)C2CCCN(C/C=C/c3ccccc3OC)C2)c(OC)c1 (stereo not drawn) | i | -2.7
COc1ccc(-c2csc(NC(=O)C(CC(=O)O)N3CCOCC3)n2)cc1 (stereo not drawn) | i | -0.25
Cc1ccc(-c2nnc(NC(=O)c3c(F)cccc3Cl)s2)cc1 | i | -0.16

(cont.)
Molecule | KCNQ2 block | Kir21 block
CC1CCCC(C)N1C(=O)CSc1nnnn1Cc1ccccc1 (stereo not drawn) | i | -1.4
Cn1c(=O)oc2cc(S(=O)(=O)NCc3ccc(Cl)cc3)ccc21 | i | -0.6
O=C(Cc1cccs1)NCc1cccc(Cl)c1 | i | -0.5
O=C(NCCC1CCCCN1S(=O)(=O)c1ccccc1)C(=O)NCc1ccccc1F (stereo not drawn) | i | -0.65
CCOC(=O)Cc1cc(=O)[nH]c(/N=C(/NC(=O)c2ccccc2)Nc2ccccc2C(F)(F)F)n1 | i | 0.46
Cc1ccccc1NC(=O)CN1CCN(Cc2ccccc2)CC1 | i | 0
CN1CCN(C(=O)c2cccn(Cc3ccc(C(F)(F)F)cc3)c2=O)CC1 | i | -0.42
O=C(Nc1cc(Br)ccc1O)c1cc(-c2cccs2)on1 | i | 0.62
CN1C(=O)N(c2nnc(C(C)(C)C)s2)C(=O)C1c1ccccc1 (stereo not drawn) | i | -0.32
Cc1c(C(=O)NC2CCCCC2)oc2c1C(=O)CC(C)(C)C2 | i | 1.2
Cc1ccc(C(c2sc3nc(C)nn3c2O)N2CCN(c3ccc(F)cc3)CC2)cc1 (stereo not drawn) | i | 1.9
O=C(NCCC1=CCCCC1)c1ccc(Cl)cc1 | i | 0.24
CCOc1ccc2c(C)c(C)c(=O)oc2c1OCC | i | 0.73
O=[N+]([O-])c1ccc(S(=O)(=O)Nc2nnc(C3CCCCC3)s2)cc1 | i | 0.01
CN(C)S(=O)(=O)c1ccc(NC(=S)NC(=O)Cc2ccccc2)cc1 | i | -0.05
CC(c1ccccc1)N1C(=O)c2ccc(C(=O)NCc3ccco3)cc2C1=O (stereo not drawn) | i | 0
COc1ccccc1CNC(=O)c1cccnc1 | i | 0.86
S=C1NC(c2cccs2)=CC(c2ccc(Br)cc2)N1 (stereo not drawn) | i | 0.02
CC12COC3(C(=O)Nc4nccs4)CC1CCC32C (stereo not drawn) | i | 0.8
CC(Sc1nnc(COc2ccc([N+](=O)[O-])cc2)n1-c1ccccc1)C(=O)O (stereo not drawn) | i | -0.74

3 compounds out of the list, arranged by count of non-hydrogen atoms, smallest number first.
Molecule | KCNQ2 block | Kir21 block
Cn1c(=O)oc2cc(S(=O)(=O)NCc3ccc(Cl)cc3)ccc21 | i | -0.6
O=[N+]([O-])c1ccc(S(=O)(=O)Nc2nnc(C3CCCCC3)s2)cc1 | i | 0.01
O=C(NCCC1CCCCN1S(=O)(=O)c1ccccc1)C(=O)NCc1ccccc1F (stereo not drawn) | i | -0.65

Full records, quoted from the list. Screens in order: KCNQ2 block | Kir21 block
Shown for Cn1c(=O)oc2cc(S(=O)(=O)NCc3ccc(Cl)cc3)ccc21 : i | -0.6
Shown for CC(Sc1nnc(COc2ccc([N+](=O)[O-])cc2)n1-c1ccccc1)C(=O)O (stereo not drawn) : i | -0.74
Shown for O=C(Nc1cc(Br)ccc1O)c1cc(-c2cccs2)on1 : i | 0.62
Shown for S=C1NC(c2cccs2)=CC(c2ccc(Br)cc2)N1 (stereo not drawn) : i | 0.02
Shown for O=C(Cc1cccs1)NCc1cccc(Cl)c1 : i | -0.5

The list goes on.
Molecule | KCNQ2 block | Kir21 block
CCOc1cc(C#N)c(NC(=O)c2cccnc2)cc1OCC | i | 0.4
CCC(CC)C(=O)Nc1ccc(S(=O)(=O)Nc2nccs2)cc1 | i | 0.06
O=C(Nc1ccccc1)N1CCN(c2ncccn2)CC1 | i | -2.2
CN(CC(=O)NC1CCCCC1)S(=O)(=O)c1ccc(Br)s1 | i | -0.11
Cc1cccc(C)c1NC(=O)C1CCN(C(=O)c2cccs2)CC1 | i | 0.01
OCCNCc1cccc(OCc2ccccc2Cl)c1 | i | -5.8*
COc1ccc(CC(=O)N/N=C(\C)c2cccc(NC(=O)C3CC3)c2)cc1 | i | 0.56
COc1ccc(NC(=O)c2sccc2SCC#N)cc1 | i | -1.6
Cc1cc(OCC(=O)NCCc2c[nH]c3ccccc23)c2c(C)cc(=O)oc2c1 | i | -0.66
COC(=O)C1=C(O)/C(=C\c2ccc(OCC(=O)Nc3ccccc3)cc2)N=C1C | i | 0.97
COC(=O)C1(CO)NC(c2ccc(C)cc2)C2C(=O)N(c3ccccc3)C(=O)C21 (stereo not drawn) | i | -0.68
CCn1c2ccc(C)cc2c2nc3cc(C(=O)O)ccc3nc21 | i | 2
CC(C)CSC1=NSC2=NC(=O)/C(=C\c3ccccc3)C(=N)N12 | i | 1.2
CCOC(=O)C1CCCN(CCC(=O)Nc2cccc(C)c2)C1 (stereo not drawn) | i | -1.9
CC(C)(C)c1ccc(Oc2cccc(C3CC(=O)C(C4NCCc5ccccc54)C(=O)C3n3cncn3)c2)cc1 (stereo not drawn) | i | 0.63
Cc1ccc(N(CN2CCCC2=O)C(=O)c2ccc(C)c(C)c2)cc1 | i | -0.73
O=C(NCc1ccco1)c1cc2nc(-c3cccs3)cc(C(F)(F)F)n2n1 | i | -0.24
COc1ccc(NC(=O)N2CCCCC2)cc1 | i | 0.39
CCO[C@@H]1OC(C(=O)N2CCN(Cc3ccccc3)CC2)=C[C@H](C2CC2)[C@H]1CCCO | i | 1.9
COC(=O)C1=C(C)N=C2SCCC(=O)N2C1c1cccs1 (stereo not drawn) | i | -2.5

Next section:
Molecule | KCNQ2 block | Kir21 block
CCCNC(=O)c1onc(CSc2ccccc2)c1C(=O)NCCC | i | 0.29
O=C(CSc1nc(O)cc(=O)n1-c1ccccc1)c1ccc(Br)cc1 | i | -1.5
CC(=O)Nc1cc(NC(C)=O)cc(C(=O)OCC(=O)Nc2ccc(S(=O)(=O)NC3=NCCCCC3)cc2)c1 | i | 1.3
CSc1ccc(C(=O)C2CCCN(C(=O)Cc3nonc3C)C2)cc1 (stereo not drawn) | i | -0.33
Clc1ccc(-c2c(C3=NCCCN3)nnn2-c2ccc(Cl)cc2)cc1 | i | -0.97
COC(=O)c1ccc(CNC(=O)COC(=O)c2ccc(N(C)C)cc2)cc1 | i | 0
CC(C)(CN=C1NS(=O)(=O)c2ccccc21)CNC(=O)c1ccccc1 | i | -0.24
COc1ccc(-c2[nH]ncc2/C=N/NC(=O)c2cccc([N+](=O)[O-])c2)cc1OC | i | -0.4
CC1CCCC(NC(=O)C2N(CCCN3CCCC3)C(=O)C3C(C(=O)Nc4ccc(Cl)cc4)C4C=CC32O4)C1C (stereo not drawn) | i | -0.42
CC1CCN(C(=O)CSc2nc3ncccc3[nH]2)CC1 | i | -0.66
COc1ccc(-n2c(-c3ccccc3)nc(=S)c3c2CCCC3)cc1 | i | -0.49
COc1ccc(CNC(=O)c2ccccc2SC)cc1 | i | -0.29
COC(=O)c1cc2c(C)[nH]c(C)c2cc(C(=O)OC)c1=O | i | 1.5
Cc1csc(Cn2c(CN(C)C)nc3ccccc3c2=O)n1 | i | 0.25

Compound activity (PubChem BioAssay)
